Assay outcomes as filed in PubChem BioAssay.
RAD54 branch – RAD54 (human) branch migration inhibition. Q92698. RAD54 Holliday junction branch migration, FAM/BHQ fluorescence. inhibition, % at 10.4 µM. 0.14% of 360,000 active;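 active = mean normalized replicate activity at least 40 and at least half of replicates scoring 40 or more; inconclusive = only one of the two criteria met; inactive = mean below 40 and under half of replicates reaching 40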;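 also: 0% = median of neutral control wells and 100% = median of positive control wells; inhibitors cause a drop in the FAM fluorescence signal; in these data hits start at about 50%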
XiGFP reactiv – X-chromosome reactivation activator. XiGFP mouse fibroblasts, % GFP-positive cells imaging, 3 d; cells co-treated with 5-aza-dC sensitizer; scaled so ellipticine positive control = 100%. activation, % at 7.58 µM. 0.055% of 360,000 active;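 active = mean normalized replicate activation at least 10% and every replicate at or above 10%; inconclusive = only one of the two criteria met; inactive = mean below 10% and not all replicates reach 10%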;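 also: 0% = median of on-plate neutral control wells and 100% = ellipticine 6 µM median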
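Assay system – SV40-immortalized XiGFP fibroblast cells, line 68-5-11 · Buffer or medium – DMEM supplemented with 5-aza-dC as sensitizing agent · Dosing – one concentration, pinned · Benchmarks – positive control ellipticine, 6 µM final · Times – 3 days compound exposure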
RAD52 inh – blocks human RAD52 DNA annealing. P43351. recombinant RAD52 DNA annealing, FRET fluorescence. inhibition, % at 18.7 µM. 0.46% of 360,000 active;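 active = every replicate showing at least 50% inhibition; inconclusive = mean inhibition at least 50% but not in every replicate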
Target sequence (P43351 whole entry, looked up): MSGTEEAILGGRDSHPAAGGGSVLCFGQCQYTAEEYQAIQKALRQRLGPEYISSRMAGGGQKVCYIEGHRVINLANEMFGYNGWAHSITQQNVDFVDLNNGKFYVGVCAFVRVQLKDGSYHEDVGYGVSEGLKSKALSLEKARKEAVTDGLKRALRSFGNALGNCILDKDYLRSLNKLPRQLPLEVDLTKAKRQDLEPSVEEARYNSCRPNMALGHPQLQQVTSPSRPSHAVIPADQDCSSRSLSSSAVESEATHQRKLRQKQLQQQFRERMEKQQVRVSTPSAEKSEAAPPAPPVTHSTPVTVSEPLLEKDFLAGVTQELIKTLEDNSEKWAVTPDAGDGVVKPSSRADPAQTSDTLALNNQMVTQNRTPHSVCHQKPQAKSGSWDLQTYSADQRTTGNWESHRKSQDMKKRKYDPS
ERp5 block – ERp5 (human) disulfide isomerase inhibition; Q15084; ERp5 insulin aggregation, absorbance 650 nm, 90 min; inhibition, % at 9.99 µM; 0.05% of 350,000 active; AID 651711;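 active = mean replicate inhibition above about 25%, with every replicate also reaching it, limit read from the data, passing the limit was not always enough; inconclusive = only one of those two criteria met; inactive = neither criterion met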
Target sequence (Q15084 whole entry, looked up): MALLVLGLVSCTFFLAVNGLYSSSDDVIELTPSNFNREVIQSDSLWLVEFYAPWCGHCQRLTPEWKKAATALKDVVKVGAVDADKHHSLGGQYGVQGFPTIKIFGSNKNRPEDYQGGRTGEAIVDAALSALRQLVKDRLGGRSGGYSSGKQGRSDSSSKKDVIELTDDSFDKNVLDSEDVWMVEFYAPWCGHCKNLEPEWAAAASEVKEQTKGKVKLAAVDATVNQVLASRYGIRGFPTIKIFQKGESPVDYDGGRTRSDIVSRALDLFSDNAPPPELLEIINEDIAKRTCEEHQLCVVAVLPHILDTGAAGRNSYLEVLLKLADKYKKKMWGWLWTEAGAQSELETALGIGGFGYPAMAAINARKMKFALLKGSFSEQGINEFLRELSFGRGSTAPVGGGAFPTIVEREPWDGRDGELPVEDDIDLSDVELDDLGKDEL
ERAP1 inh – blocks human ERAP1 aminopeptidase activity; Q9NZ08; recombinant ERAP1, Leu-AMC fluorescence, 60 min; inhibition, % at 10.7 µM; 0.15% of 340,000 active; AID 652197;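 active = mean replicate inhibition of at least 30%, or all replicates individually reaching that 30% level; inactive = mean below 30% and not every replicate reaching it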;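 also: 0% = neutral control wells and 100% = L-leucinethiol positive control wells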
S100A4 MyoIIA – blocks human S100A4 binding to myosin IIA peptide | P26447 | S100A4/TAMRA-MyoIIA peptide fluorescence polarization | inhibition, % at 10.7 µM | 0.14% of 360,000 active | AID 652163;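 active = mean inhibition of at least 70% across replicates, with every replicate also reaching that level; inconclusive = mean inhibition reaches 70% but some replicates fall short; inactive = mean inhibition below 70%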
Target sequence (P26447 whole entry, looked up): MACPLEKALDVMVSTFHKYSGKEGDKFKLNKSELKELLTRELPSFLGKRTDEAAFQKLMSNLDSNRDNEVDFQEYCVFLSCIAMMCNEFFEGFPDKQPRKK
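System – human S100A4 monomer protein, biochemical binding assay · Buffer or medium – Calcium-containing HEPES buffer, pH 7.2 · Timing – 5 min between mix addition and reading · Also added – TAMRA-labelled myosin IIA heavy-chain peptide probe, 5 nM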
E-selectin induc – E-selectin induction on HUVECs. 0.37% of 260,000 active. HUVEC E-selectin immunofluorescence imaging; normalized: neutral wells 0, TNF-alpha wells 100. P16581. activation, % at 7.58 µM;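 active = mean E-selectin-positive cell signal at least 10% of the positive control, reached in at least 60% of replicates, without over 20% cell loss; inconclusive = no rule given, readout overlaps actives, possibly toxicity-flagged; inactive = the rest, including those meeting only one limit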;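 also: in these data hits start at about 27%; measured in HUVEC primary endothelial cells; signal is the percent of cells scored E-selectin positive by PE staining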
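assay system = HUVEC, human umbilical vein endothelial cells | input = 3,000 HUVEC seeded per well | medium = EGM-2 growth medium on 0.1% gelatin-coated wells | dosing = one compound dose added by pin transfer | signal = immunofluorescence imaging | read-out basis = % PE-positive cells | control set = TNF-alpha, DMSO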
esBAF inh – blocks esBAF chromatin remodeling in mouse ES cells | Bmi1-luciferase knock-in reporter, 24 h; 100% = twice the neutral-well signal | reporter increase, % at 12.5 µM | 2% of 350,000 active; in the data active = activation above about 40%; inconclusive = no clear call, values can overlap the other calls;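 also: 0% = median of the plate's neutral control wells and 100% = double that signal; a rise in the Bmi1 reporter signal indicates esBAF inhibition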
Numbers without * were called inactive; ? = inconclusive; · = not tested or not shown.

SMILES	RAD54 branch	XiGFP reactiv	RAD52 inh	ERp5 block	ERAP1 inh	S100A4 MyoIIA	E-selectin induc	esBAF inh
N#Cc1cnn2ccn(C3OC(CO)C(O)C3O)c12 (configuration not stated)	4	0.0	-7	4	2	-9	0.0	-3
O=C1/C(=C\c2ccc(Cl)c(Cl)c2)CN(C(=O)CCN2CCOCC2)C/C1=C/c1ccc(Cl)c(Cl)c1	·	2.3	-106	-7	1	4	-0.2	·
CCN(CC)c1ccc2cc(C(N)=O)c(=O)oc2c1	-11	·	-22	2	-4	-3	·	?
COc1ccc(CN(C)C[C@H]2OCCCC[C@@H](C)Oc3ccc(NC(=O)NC(C)C)cc3C(=O)N([C@H](C)CO)C[C@@H]2C)cc1	0	-0.1	7	2	2	2	1.1	-4
Cc1cccc(C(=O)OCC(=O)N2c3ccccc3CC2C)c1C (configuration not stated)	3	-0.2	-105	2	0	2	0.0	9
O=C(CSc1nc(-c2ccccc2)ns1)N1CCOCC1	·	0.3	-19	0	1	4	2.4	·
CO[C@@H]1CN(C)C(=O)c2ccc(NC(=O)C3CCC3)cc2OC[C@@H](C)N(Cc2cccnc2)C[C@H]1C	-10	0.2	12	3	3	-7	0.0	-3
CCOc1cc2c(cc1O)C(=NOC)CC1C2CCC2(C)C(O)CCC12 (configuration not stated)	·	1.9	-7	-3	4	27	2.9	·
C=CCSc1nnc(NC(=O)c2c(CC)noc2C)s1	-4	-0.1	-4	1	2	2	4.5	·
CC(C)n1cnc2c(Nc3ccc(C(=O)O)cc3)nc(Cl)nc21	-6	0.0	0	-4	-2	-2	-0.1	37
C[C@@H]1CCCCO[C@@H](CN(C)Cc2ccc(C(=O)O)cc2)[C@@H](C)CN([C@@H](C)CO)C(=O)c2cc(NS(=O)(=O)c3ccc(Cl)cc3)ccc2O1	-11	0.3	-7	-2	1	0	1.4	3
O=C(c1cc(F)ccc1F)C1CCCN(C(=O)CCN2CCCCO2)C1 (configuration not stated)	6	0.0	-5	2	9	36	·	-3
O=C(Nc1ccccc1N1CCCCC1)c1cc(S(=O)(=O)N2CCOCC2)ccc1F	1	0.1	10	-1	3	-1	·	0
C[C@@H]1CN([C@@H](C)CO)C(=O)c2cc(C#Cc3ccccn3)cnc2O[C@H]1CN(C)Cc1cccnc1	5	-0.1	-34	-4	1	23	-0.2	5
C/C(=N/NC(=O)CNC(=O)c1ccco1)c1ccc(Cl)cc1	-13	-0.1	-2	2	-6	-26	·	2
O=C(NCc1ccncc1)C12CC3CC(CC(Cl)(C3)C1)C2	-18	0.1	-9	2	5	0	0.0	3
CC(C)c1ccc(NC(=O)CN2C(=O)NC3(CCCCCCC3)C2=O)cc1	-4	0.9	-4	10	-1	-1	6.1	-11
CCN1CCN(CC(=O)N2N=C(c3cccs3)CC2c2ccc(C)cc2)C(=O)C1=O (configuration not stated)	·	-0.1	6	-1	0	-3	0.2	·
COc1ccc(CN(C)C[C@@H]2Oc3ccc(NS(=O)(=O)c4ccc(OC)cc4)cc3CC(=O)N([C@@H](C)CO)C[C@@H]2C)cc1	1	0.1	5	6	-2	-25	-0.7	-1
CCN(c1ccc(OC)cc1)S(=O)(=O)N1CCCC(C(=O)NCc2cccc(C)c2)C1 (configuration not stated)	-11	0.3	6	-3	-1	5	1.6	6
Cc1cnc(NC(=O)CSCc2c(C)noc2C)s1	-4	0.2	-13	19	-1	3	-0.1	1
C(=C(c1ccccc1)c1ccccc1)c1ccccn1	-3	0.0	-6	7	-3	2	-0.3	-1
Cc1ccc(NC2c3ncccc3C(=O)N2Cc2cccs2)cc1 (configuration not stated)	·	0.0	-8	0	1	2	-0.1	·
CCCN(CC(=O)Nc1ccccc1C)C(=O)c1ccc(-c2ccc([N+](=O)[O-])cc2)o1	4	0.0	-14	7	-2	1	-1.4	1
C[C@H]1CN([C@@H](C)CO)C(=O)c2cc(NS(=O)(=O)c3ccc(F)cc3)ccc2O[C@H]1CN(C)C(=O)Nc1ccc(F)cc1	4	0.5	-8	3	2	-12	-0.4	-6
Cc1cc(SCC(=O)OCC(=O)N2CCCC2=O)c(C)cc1Br	-6	0.0	-7	4	9	-6	-2.3	-5
O=C(NC1CCCCC1)C(c1cccnc1)N(C(=O)c1csnn1)c1ccccc1 (configuration not stated)	7	0.3	-15	3	4	-3	0.4	0
COCc1ccc(C(=O)N2CCCC(N3CCN(c4cccc(Cl)c4)CC3)C2)s1 (configuration not stated)	-3	0.0	-3	0	-1	1	0.1	6
COc1ccc(CC(=O)OCN2C(=O)c3ccccc3C2=O)cc1OC	18	0.1	5	-4	1	-54	·	-3
CCCc1[nH]nc2c1C(C1CCCCC1)C(C#N)=C(N)O2 (configuration not stated)	3	0.0	-5	-1	-1	-5	9.9	14
COCC(=O)Nc1ccc2c(c1)C(=O)N(C)[C@@H]1CC[C@@H](CC(=O)NCc3ccccc3F)O[C@H]1CO2	5	0.7	3	5	-1	-5	0.0	-4
CC1(c2ccc3c(c2)OCO3)NC(=O)N(CC(=O)c2ccc[nH]2)C1=O (configuration not stated)	-1	0.0	-7	5	-1	-4	·	-3
CN1C(=O)c2cc(NC(=O)c3ccc(F)c(F)c3)ccc2OC[C@@H]2O[C@H](CC(=O)N3CCCCC3)CC[C@@H]21	-2	0.0	12	5	4	2	0.1	6
CCOC(=O)c1cnc(-n2nc(C)cc2C)nc1NC1CCCC1	1	0.5	-9	-2	3	-19	-2.8	·
O=C(Nn1cnnc1)c1cccc(S(=O)(=O)N2CCOCC2)c1	6	0.0	-11	-1	-2	-1	0.0	-5
O=C(CCN1CCOCC1)c1ccc(Cl)cc1	·	0.2	0	-3	-1	-2	·	·
Cn1c2c(c(=O)n(C)c1=O)C1c3ccccc3OCC1C(C)(C)O2 (configuration not stated)	0	-0.1	-3	-6	·	0	1.0	-1
C[C@H](NC(=O)[C@@H]1[C@@H](CO)[C@@H]2Cn3c(ccc(-c4ccccc4)c3=O)[C@H]1N2C)c1ccccc1	2	0.6	-1	-3	0	-1	-0.1	1
Cc1ccc(NS(=O)(=O)c2cccc(C(=O)NCCCN3CCCC3=O)c2)cc1	·	0.0	1	-1	1	-2	·	4
CC1(C(=O)OCC(=O)N2c3ccccc3Sc3ccccc32)CC1(Cl)Cl (configuration not stated)	·	0.3	-9	0	0	-3	2.5	·
OC(CNCc1ccc(Cl)c(Cl)c1)c1ccccc1 (configuration not stated)	-17	-0.2	-3	1	·	-6	0.2	·
COc1ccc(COC[C@]23NC(=O)N[C@H](c4ccccc4O2)[C@H]3CO)cc1	-2	·	10	1	0	16	·	·
CN1CCN(C2Cc3ccc(F)cc3Sc3cc(F)c(Cl)cc32)CC1 (configuration not stated)	27	0.4	44	-2	8	0	-7.2	·
CCN(CC)C(=O)[C@H]1C[C@H](CC(=O)NCc2ccco2)C(=O)N2CCc3c([nH]c4ccc(Cl)cc34)[C@]12C	-3	0.0	5	2	-8	7	-0.2	4
COc1cccc(NC(=S)NC2CC(C)(C)NC(C)(C)C2)c1	8	0.3	4	5	-6	-6	·	-7
COc1cccc(CNC(=O)C2CCN(S(=O)(=O)c3ccc4c(c3)OCCO4)CC2)c1	0	0.0	1	1	0	-3	·	·
C[C@@H]1CN([C@@H](C)CO)C(=O)c2cc(NC(=O)Cc3cn(C)c4ccccc34)ccc2O[C@H]1CN(C)CC1CCCCC1	-20	0.0	3	-2	9	2	-0.2	-4
COc1cccc(NC(=O)N(C)C[C@@H]2Oc3cc(-c4ccccc4F)ccc3S(=O)(=O)N([C@H](C)CO)C[C@@H]2C)c1	3	-1.2	26	-6	4	-6	·	-2

A second format for 5 compounds above:
Sequence of screens: RAD54 branch	XiGFP reactiv	RAD52 inh	ERp5 block	ERAP1 inh	S100A4 MyoIIA	E-selectin induc	esBAF inh
CC1(C(=O)OCC(=O)N2c3ccccc3Sc3ccccc32)CC1(Cl)Cl (configuration not stated)
→ ·	0.3	-9	0	0	-3	2.5	·
OC(CNCc1ccc(Cl)c(Cl)c1)c1ccccc1 (configuration not stated)
→ -17	-0.2	-3	1	·	-6	0.2	·
COc1ccc(COC[C@]23NC(=O)N[C@H](c4ccccc4O2)[C@H]3CO)cc1
→ -2	·	10	1	0	16	·	·
CN1CCN(C2Cc3ccc(F)cc3Sc3cc(F)c(Cl)cc32)CC1 (configuration not stated)
→ 27	0.4	44	-2	8	0	-7.2	·
CCN(CC)C(=O)[C@H]1C[C@H](CC(=O)NCc2ccco2)C(=O)N2CCc3c([nH]c4ccc(Cl)cc34)[C@]12C
→ -3	0.0	5	2	-8	7	-0.2	4

The list continues.
SMILES	RAD54 branch	XiGFP reactiv	RAD52 inh	ERp5 block	ERAP1 inh	S100A4 MyoIIA	E-selectin induc	esBAF inh
O=C(CN(Cc1ccco1)Cc1ccco1)Nc1cc(S(=O)(=O)N2CCCCC2)ccc1Cl	-4	-0.3	-43	4	0	24	·	-28
COC(=O)c1cc(NC(=O)c2c(Cl)cnn2C)cc(C(=O)OC)c1	-14	0.0	-6	3	3	-8	·	·
O=C(CCc1nc2ccccc2c(=O)[nH]1)Nc1ccc(N2CCCCC2)cc1	·	-0.1	-20	-2	-4	0	8.8	·
COc1cc(C(=O)NC(=S)N(CCC#N)Cc2cccnc2)cc(OC)c1OC	4	0.0	3	1	-2	-1	0.0	3
CC(=O)c1cc2c(cc1F)C(C)(C)CCC2(C)C	8	0.3	-2	4	-2	-21	-0.7	0
C[C@H]1CN([C@@H](C)CO)C(=O)c2cccc(NC(=O)Nc3ccc4c(c3)OCO4)c2O[C@H]1CN(C)C(=O)NC1CCCCC1	9	-0.4	12	-3	2	6	-11	14
COC(=O)CSc1nc(N)nc(C)c1Cl	·	0.0	-18	3	0	-2	·	·
COc1ccc(CCN(C)CCCN2CC(c3ccccc3)CC2=O)cc1OC (configuration not stated)	·	0.8	-8	-8	-2	3	·	·
Cc1ccc(S(=O)(=O)Nc2ccc3c(c2)C(=O)N([C@H](C)CO)C[C@@H](C)[C@@H](CN(C)S(=O)(=O)c2ccc(Cl)cc2)OCCCC[C@H](C)O3)cc1	-15	0.0	·	·	·	·	0.1	2
C[C@H]1CN([C@@H](C)CO)S(=O)(=O)c2ccc(C#Cc3ccncc3)cc2O[C@@H]1CN(C)S(=O)(=O)c1ccccc1	-13	-1.5	-28	18	1	-36	-0.4	0
O=C(c1ccc(CNc2c(N3CCOCC3)c(=O)c2=O)cc1)N1CC=C(c2ccccc2)CC1	8	0.1	-90	3	·	0	1.6	12
Clc1ccc(CSc2cnnc3ccccc23)cc1Cl	-12	0.0	-7	-3	-1	2	0.3	10
Cc1ccc(-c2nn(-c3ccccc3)cc2C(=O)NC2CCC(O)CC2)cc1 (configuration not stated)	0	0.0	-8	1	-3	1	3.3	16
COc1ccc(C(=O)CSc2nnc(-c3ccco3)n2C)cc1	9	·	-8	-2	3	3	·	6
N#CC12CCCCC1CC1CCCCC1(C#N)N2N (configuration not stated)	·	0.2	-2	4	·	5	-0.1	·
O=S(=O)(c1ccccc1)N1CC[C@@H]2[C@@H](CO)Nc3ccc(Br)cc3[C@@H]21	-2	0.0	-8	-2	1	4	-0.8	4
